Source: PubChem BioAssay (National Center for Advancing Translational Sciences (NCATS))
15-hLO-2 inh: inhibitors of human 15-lipoxygenase 2 (ALOX15B). AID 881. Potency, µM (titrated, usually from 57.1 µM), for inactives: at the highest dose activity change, negative = inhibition, hits mostly inhibitors. 110,000 tested, 0.56% active. purified 15hLO-2, xylenol orange hydroperoxide absorbance; further: potency means the concentration at half of the fitted maximal effect; nearly all actives have a fitted effect of over 60% in size; many of its hits are not listed in these tables
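Purified human 15hLO-2 (50 nM) preincubated 15 min with compound, then 45 uM arachidonic acid for 90 min at RT in 25 mM Hepes pH 7.5, 0.01% Triton X-100. Hydroperoxide detected by Fe-xylenol orange; 573/405 nm absorbance ratio.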
12-hLO inh: inhibitors of human 12-lipoxygenase (ALOX12). P18054. purified 12-hLO, xylenol orange hydroperoxide absorbance. Potency, µM (doses to about 57.1 µM), for inactives: top-dose activity change, negative = inhibition, hits mostly inhibitors. 150,000 tested, 0.12% active. AID 1452; further: potency means the concentration at half of the fitted maximal effect; nearly all actives have a fitted effect of over 55% in size; many of its hits are not listed in these tables
Target sequence (P18054 whole entry, looked up): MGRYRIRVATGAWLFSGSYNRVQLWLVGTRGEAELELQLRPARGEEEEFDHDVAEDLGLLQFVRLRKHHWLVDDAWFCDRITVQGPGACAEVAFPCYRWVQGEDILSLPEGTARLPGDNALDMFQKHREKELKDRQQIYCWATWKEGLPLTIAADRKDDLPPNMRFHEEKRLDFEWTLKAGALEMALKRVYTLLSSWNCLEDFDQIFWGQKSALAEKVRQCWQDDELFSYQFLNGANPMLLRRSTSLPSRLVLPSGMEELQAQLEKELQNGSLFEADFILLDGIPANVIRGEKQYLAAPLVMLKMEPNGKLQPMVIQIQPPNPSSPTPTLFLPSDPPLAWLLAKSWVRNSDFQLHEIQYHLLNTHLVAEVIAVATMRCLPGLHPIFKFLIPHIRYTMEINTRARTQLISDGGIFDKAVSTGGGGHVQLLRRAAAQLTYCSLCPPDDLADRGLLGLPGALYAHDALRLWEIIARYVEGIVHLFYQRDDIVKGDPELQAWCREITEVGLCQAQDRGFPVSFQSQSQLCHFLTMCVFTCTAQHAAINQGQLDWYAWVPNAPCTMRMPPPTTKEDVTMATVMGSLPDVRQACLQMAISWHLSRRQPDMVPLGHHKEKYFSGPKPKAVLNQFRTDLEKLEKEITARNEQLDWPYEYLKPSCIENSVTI
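Hydroperoxide output read as Fe(III)-xylenol orange absorbance, 573-to-405 nm ratio, after 30 min reaction with 40 uM arachidonic acid. Enzyme: 150 nM purified human 12hLO, 15 min compound preincubation; 25 mM Hepes pH 7.0, room temperature.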
IMPase inh: cell-permeable inhibitors of inositol monophosphatase (IMPase); P97697; AID 901; CHO-M1 cells, IP1 accumulation, HTRF TR-FRET ratio; 120,000 tested, under 10 active; inhibition (IP1 accumulation), % at 46.1 µM; active means well fitted curve in the direction sought with a large enough effect in the signal ratio, not every such curve was filed as active; inconclusive means small, poorly fitted or top-dose-only effect, or a change in a side signal; inactive means no such curve, though single readings can be large or run the other way; the % refers to the signal ratio;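 further: cells stimulated with carbachol in lithium chloride buffer; plate controls were DMSO basal wells for no effect and reference inhibitor wells for full effect; higher means more IMPase inhibition seen as more IP1 and lower FRET ratio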
Target sequence (P97697 whole entry, looked up): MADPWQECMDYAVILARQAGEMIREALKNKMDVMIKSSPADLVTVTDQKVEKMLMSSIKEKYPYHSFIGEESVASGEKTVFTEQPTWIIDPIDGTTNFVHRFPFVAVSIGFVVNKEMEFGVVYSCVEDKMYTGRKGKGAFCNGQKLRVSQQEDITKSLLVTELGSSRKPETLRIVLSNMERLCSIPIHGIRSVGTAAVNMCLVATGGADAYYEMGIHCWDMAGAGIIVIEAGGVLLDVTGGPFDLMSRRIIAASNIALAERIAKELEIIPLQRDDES
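Measured: the HTRF emission ratio (665/620 nm) plus the 620 nm donor channel, each fitted to the Hill equation to give AC50. Cells were CHO-M1 given compounds up to 46 uM and a 30 min carbachol stimulation at 37C.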
PNC assembly inh: inhibitors of perinucleolar compartment assembly. PC3M PTB-GFP, PNC prevalence imaging, 16 h; stronger effect = lower value. activity change (PNC), negative = inhibition, % at 10 µM. 140,000 tested, 3.1% active. AID 2417;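 active means readout at or below -70, meaning at least 70% loss of cells showing the perinucleolar compartment, a nuclear body marking cancer cells; inconclusive means readout between -30 and a set limit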;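 further: plate controls were DMSO wells for no effect and camptothecin positive control wells for full effect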
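PC3M cells stably expressing PTB-GFP, 750–1000 cells/well, treated 16 h at 37 °C with compound (23 nl of library stock), in duplicate. After paraformaldehyde fixation and Hoechst stain, imaged at 20x; PNC prevalence scored by image analysis.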
Starred values were filed as active, the others as inactive; ? = inconclusive; / = no result given; & = joins results of further samples; [ ] = remark or other dose. Unless noted, the call rests on the fitted dose curve; in most records, active means well fitted curve in the direction sought with a large enough effect; inconclusive means small, poorly fitted or top-dose-only effect, or another doubt; inactive means no such curve, though single readings can be large; an effect the other way counts as inactive or inconclusive. Unless noted, on the % scale 0 is the no-effect control and ±100 the full control effect. A portion of the library. The share of hits here may be higher or lower than overall.

structure	15-hLO-2 inh	12-hLO inh	IMPase inh	PNC assembly inh
COc1ccc(/C=N/NC(=O)c2ccncc2)cc1CSc1nc2ccccc2s1	/	-7%	14	?
O=C(NCCC1=CCCCC1)c1ccc(F)c(S(=O)(=O)N2CCOCC2)c1	10%	0%	0	-15
CCN(CC)c1ncnc2sc(C(=O)N3CCN(c4ccccc4)CC3)c(C)c12	-1%	-3%	0	?
CC(Cc1ccccc1)C(=O)NCCO (stereo not drawn)	9%	-3%&-1%	/	50
Cc1ccc(S(=O)(=O)N2CCN(C(=O)C3Cc4ccccc4CN3C(=O)c3ccco3)CC2)cc1 (stereo not drawn)	-10%	12%	-1	67
COC(=O)[C@@H]1C[C@H]2CC[C@H](O)C[C@H]2N1Cc1ccc(Cl)cc1	-7%	-2%	/	/
CC(=O)N(C)c1nnc(-c2ccccn2)s1	/	0%	-2[0.369 µM]	6
CCN(CC)c1ccc(/C=N/N2CCN(Cc3ccc(C)cc3C)CC2)c(O)c1	/	-1%	7	-21
O=C(CCCn1c(=S)[nH]c2cc3c(cc2c1=O)OCO3)N1CCN(c2ccc(F)cc2)CC1	-2%	-9%	1	-13
CC(C)(C)NC(=O)CC(c1ccccc1)c1ccccc1O (stereo not drawn)	-3%	-8%	4	-15
Cc1cccc(NC(=O)CSc2ccc(-c3ccco3)nn2)c1	/	1%	4	49
COC(=O)[C@H]1C[C@@H]1[C@H](NC(=O)OCc1ccccc1)c1ccccc1	-2%	-4%&1%	/	61
COc1ccc(NC(=O)c2cccc(Cn3cc(Br)cn3)c2)cn1	2%[11.4 µM]	-6%	-4[1.84 µM]	?
O=C(Nc1ccon1)c1ccccc1Cl	0%	-6%	8	-21
COc1ccc([N+](=O)[O-])cc1NC(=O)CSc1nc(C)cc(C)n1	/	-4%	/	-14
Cc1oc(-c2cc(Cl)cc(Cl)c2)cc1C(=O)NCCc1ccccc1	/	1%	/	?
COC(=O)c1[nH]c2ccc(Cl)cc2c1NC(=O)CCN1CCOCC1	8%	-2%	2	-10
Cc1c2ccccc2c(CSC(=N)N)c2ccccc12	0%[11.4 µM]	1%[11.4 µM]	/	/
COc1ccc(/C=N/NC(=O)C(=O)N2CCCC2)cc1OC	/	1%	/	-4
CCOC(=O)c1c(-c2ccccc2)csc1NC(=O)C1CCCO1 (stereo not drawn)	-23%	-3%	?	?
CCOC(=O)c1c(NC(=O)CSc2nnnn2C)sc(CC)c1C	4%	-10%	2	?
CC(=O)c1c(C)[nH]c(C(=O)OCC(=O)Nc2cccc(S(=O)(=O)N3CCCC3)c2)c1C	/	8%	22	-15
CCNC(=S)N/N=C(\C)c1cccc([N+](=O)[O-])c1	/	-5%	/	0
O=C1c2ccccc2C(Nc2ccc3c(c2)OCO3)N1Cc1ccc2c(c1)OCO2 (stereo not drawn)	/	-22%	10	20
CCC(C)(C)NC(=O)CN(Cc1ccc2c(c1)OCO2)C(=O)CCC(=O)Nc1ccccn1	/	-4%	-3	41

The listing continues.
structure	15-hLO-2 inh	12-hLO inh	IMPase inh	PNC assembly inh
COc1ccc(CCNC(=S)NC(=O)c2ccccc2)cc1OC	13µM*	14µM*	0	-101*
CCC(C(=O)NCc1ccco1)N(C(=O)CNS(=O)(=O)c1ccccc1)c1ccc(OC)cc1 (stereo not drawn)	-5%	3%	-1	12
COCCNC(=O)c1ccc(C(=O)NCCOC)s1	2%[2.29 µM]	-3%	-9	-25
COCCNCC(=O)Nc1ccccc1Sc1ccccc1	/	1%	2	-6
COc1cc(OC)c(C2=NOC(C(=O)Nc3cc(C)nn3-c3ccccc3)C2)cc1Cl (stereo not drawn)	-3%	-5%	12	35
O=C(Cc1cccs1)N1CCCC(c2nc3c(nnn3Cc3cccc(Cl)c3)c(=O)[nH]2)C1 (stereo not drawn)	-18%	-16%	6	-11
CC(C)c1ccc(NC(=O)COC(=O)[C@H](CCC(N)=O)NC(=O)c2ccc(F)cc2)cc1	/	-3%	-13	-12
O=C(CN1C(=O)NC2(CCCCCC2)C1=O)NCc1ccco1	5%	3%	-1	-28
Cc1ccc(C(C2C(=O)CC(C)(C)CC2=O)C2C(=O)CC(C)(C)CC2=O)s1	-19%	-17%	-2	-11
CCN(CC)c1nc2ccccc2nc1-n1nc(C)cc1C	-2%	-4%	1	11
OC/C=C/c1ccc(O)c(O)c1	-13%	1%	/	/
Cc1ccccc1OCc1nnc(SCC(=O)Nc2c(C)n(C)n(-c3ccccc3)c2=O)n1-c1ccccc1	/	-1%	/	13
COc1ccccc1C(=O)NCc1ccccc1	/	-9%	7	-114*
Cc1cc(CSc2ccccc2)ccc1NC(=O)c1cccc([N+](=O)[O-])c1	0%	-3%	3	14
COc1ccccc1-n1c(SCC(=O)Nc2cccc(C)c2)nc2c(c1=O)SCC2	-5%	1%	4	-9
CC1=CC(=C(C#N)C#N)C=C(C)N1CCN1CCN(C(=O)Nc2cccc(Cl)c2)CC1	/	-3%	/	10
O=C1C(Cl)=C(NCC2CCCO2)C(=O)N1Cc1ccccc1 (stereo not drawn)	-13%	-10%	-5	-15
COc1ccc2c(c1)Cc1cc(N=[N+]([O-])c3ccc4c(c3)Cc3cc(OC)ccc3-4)ccc1-2	?	-7%[11.4 µM]	/	/
CCn1c(SCC(=O)N/N=C/c2cccs2)nc2ccccc21	/	-4%	/	15
CCN(CC)c1ccc(NC(=O)C2=CCN(S(=O)(=O)c3ccc(F)cc3)CC2)c(C)c1	/	-5%	/	7
Nc1nonc1-c1nc2ccccc2n1Cc1ccccc1	-10%	-17%	10	?
Cc1ccc(Cl)cc1N1CCN(C(=O)C2CCN(S(=O)(=O)c3cnc[nH]3)CC2)CC1	5%	0%	16	20
C=CCc1ccc(OCC(O)CN2CCC(Cc3ccccc3)CC2)c(OC)c1 (stereo not drawn)	26%	-6%	1	-16
Cc1c(C(=O)NC2CCCc3ccccc32)oc2ccccc12 (stereo not drawn)	-3%	-1%	3	?
Cc1ccc(Cn2nnc3c(=O)[nH]c(C4CCN(S(=O)(=O)c5cc(C)ccc5C)CC4)nc32)cc1	?	-9%	1	44

Other results.
structure	15-hLO-2 inh	12-hLO inh	IMPase inh	PNC assembly inh
NC12CCc3c(no[n+]3[O-])C1(O)CC(c1ccccc1)=[N+]2[O-] (stereo not drawn)	4%	-15%	2	-1
COc1ccc(CCNC(=O)CSc2nc(-c3ccco3)cc(C(F)(F)F)n2)cc1OC	-3%	0%	-1	?
CCC1(c2ccc(F)cc2)NC(=O)N(CC(=O)c2ccc[nH]2)C1=O (stereo not drawn)	7%[2.29 µM]	-3%	3	?
CCOC(=O)c1cnc(NCc2ccccc2)nc1C	3%	0%	5	16
Cc1cc2nnc(SCC(=O)Nc3cc(S(=O)(=O)N4CCOCC4)ccc3Cl)n2c2ccccc12	/	5%	/	-24
Cc1cc(C)c(C)c(S(=O)(=O)NNC(=O)c2cccc(S(=O)(=O)N3CCOCC3)c2)c1C	/	-2%	/	25
Cn1c(-c2sc3cc(C(F)(F)F)cnc3c2-c2cccnc2)n[nH]c1=S	-4%	12%	3	38
COc1ccc(OC)c2[nH]c(=O)c(CCNS(=O)(=O)c3ccc(C)cc3)cc12	4%	-10%	-4	-18
C/C(CC(=O)Nc1ccc(Cl)c(C(F)(F)F)c1)=N\NC(=O)c1cccc(O)c1	/	-9%	/	17
Cc1ccccc1N1C(=O)C2C3CC(=O)C(c4ccccc43)C2C1=O (stereo not drawn)	/	-1%	/	80
CCc1ccc(NC(=O)CCNS(=O)(=O)c2cccc3nsnc23)cc1	-7%	-3%	?	-29
O=C(C(c1ccccc1)c1ccccc1)N1CCN(Cc2ccc(Br)cc2)CC1	12%	2%	-2	-12
O=C1N(Nc2ccccc2)C(c2ccc(Br)cc2)C12CCCCC2 (stereo not drawn)	-14%	2%	-1	57
Cc1cccc(NC(=O)CC2S/C(=N/c3nccs3)N(C)C2=O)c1 (stereo not drawn)	-1%	1%	-7	10
c1ccc(N2CCN(c3ccccc3)C2c2cccs2)cc1	6%	12%	-2	-6
COc1ccc(/C(C)=N/Nc2ncc(Cl)cc2Cl)c(O)c1	/	5%	/	?
CCCNC(=O)C1CCN(S(=O)(=O)c2ccc(Br)cc2)CC1	/	1%	16	6
CCN(C(=O)Nc1ccccc1OC)c1c(N)n(Cc2ccccc2)c(=O)[nH]c1=O	1%	-6%	0	13
CCN(CC)c1ncn(Cc2c(Cl)cccc2Cl)c2ncnc1-2	18%	5%	7	?
O=C1Nc2cc(Cl)c(Cl)cc2N(O)N1c1ccc(Cl)cc1	?	3%	9	81
COc1ccc(N(CC(=O)Nc2nc3ccc(C)cc3s2)S(=O)(=O)c2c(C)nn(C)c2C)cc1	20%	-29%	7	-12
COc1cccc2c3c(c(=O)[nH]c12)CCC(C)(C)O3	3%	-2%	5	-16
COc1ccc(CCNC(=O)C2=COCCO2)cc1	/	11%	11	-14
Cc1ccc(OCc2nnc(SCC(=O)CC(=O)Nc3ccccc3)o2)cc1	0%	-22%	-4	36
Cc1c(/C=N/n2cnnc2)c2ccccc2n1C	0%	-1%	-14	?

Remaining list, next part
structure	15-hLO-2 inh	12-hLO inh	IMPase inh	PNC assembly inh
C=CCNC(=S)N1CCN(c2ccc([N+](=O)[O-])cc2)CC1	/	-7%	5	20
Nc1ccc(C(=O)O)c(O)c1	-2%	0%	/	?
COc1ccc(C(CNC(=O)COc2ccccc2OC)N(C)C)cc1OC (stereo not drawn)	2%	-4%	-8	35
CN1C(=O)c2cccc(NCCCCCCN3C(=O)c4ccccc4C3=O)c2C1=O	-4%	1%	7	26
O=C(O)c1ccc(-c2ccco2)n1Cc1ccccc1	-4%	-5%	-7	22
CCN(CC)S(=O)(=O)c1ccc2[nH]c(=O)cc(C(=O)Nc3ccc(C)c(S(=O)(=O)N(CC)CC)c3)c2c1	/	-1%	/	-8
Cc1cccc(NC(=O)c2ccccc2OCC(=O)c2ccc(F)cc2)c1	/	-3%	/	-5
CCOc1cc(C(=O)N2CCc3cc(OC)c(OC)cc3C2)ccc1OC(F)F	4%	-8%	6	?
CC(C)OC(=O)c1ccc(NC(=O)c2ccccc2)cc1	/	2%	/	37
O=C(CSc1ncccc1C(=O)O)c1ccccc1	-3%	-3%	3	32
COc1cccc(/C=C2\SC(=O)N(CCC(=O)NNC(=O)c3cccc(Cl)c3)C2=O)c1	/	2%	2	-86*
COc1ccccc1Cn1c(/C=C/c2ccccc2)nc2ccccc21	/	-5%	/	-5
C(#CCN1CCOCC1)COCCOC(c1ccccc1)c1ccccc1	2%	1%	1	?
COc1cc(C(=O)O/N=C2\C=CC(=O)C(C)=C2)cc(OC)c1OC	?	-7%	14	112
CCC1CCCCN1C(=O)CSc1nc(N)c(NC(=O)c2ccc(OC)c(OC)c2)c(=O)[nH]1 (stereo not drawn)	-2%	-5%	11	?
COc1cccc(/C=N/Nc2nc3ccccc3n3cnnc23)c1O	/	-6%	7	-6
CC(=O)c1cccc(NC(=O)c2cc(-n3cnnc3)ccc2Cl)c1	-7%	-6%	-7	8
Cc1ccc(C(=O)CC(C(=O)O)n2ccc(C)n2)cc1 (stereo not drawn)	0%	5%	3	?
COc1ccc(S(=O)(=O)Nc2ccccc2C)cc1	-2%	1%	-5	?
Cc1cc(OCC(=O)O)c2cccc(C)c2n1	2%	3%	4	29
